S1P3 antagonist – S1P3 (human) receptor antagonism; Q99500; CHO S1P3 NFAT-BLA reporter, FRET fluorescence, antagonist mode; inhibition, % at 4.98 µM; hit rate 0.27% among 170,000; AID 485;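 active = inhibition above the plate cutoff, the mean inhibition of test wells on that plate plus 3 SD, cut at about 28% in these data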;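 note: cells challenged with S1P at its EC80 of 0.8 µM; blue over green emission ratio from cleaved BLA substrate after 4 h stimulation; 0% = S1P-stimulated wells and 100% = unstimulated DMSO-only wells; some compounds past the cut are filed as inactive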
PPARg SRC-2 ag – agonists of SRC-2 recruitment by human PPARgamma; P37231; PPARgamma LBD-SRC-2 recruitment, biochemical; activation, % at 8 µM; hit rate 0.34% among 200,000; in the data active = activation above about 22%;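 note: 0% = vehicle and 100% = reference agonist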
Target sequence (P37231 whole entry, looked up, the tested form may be a part): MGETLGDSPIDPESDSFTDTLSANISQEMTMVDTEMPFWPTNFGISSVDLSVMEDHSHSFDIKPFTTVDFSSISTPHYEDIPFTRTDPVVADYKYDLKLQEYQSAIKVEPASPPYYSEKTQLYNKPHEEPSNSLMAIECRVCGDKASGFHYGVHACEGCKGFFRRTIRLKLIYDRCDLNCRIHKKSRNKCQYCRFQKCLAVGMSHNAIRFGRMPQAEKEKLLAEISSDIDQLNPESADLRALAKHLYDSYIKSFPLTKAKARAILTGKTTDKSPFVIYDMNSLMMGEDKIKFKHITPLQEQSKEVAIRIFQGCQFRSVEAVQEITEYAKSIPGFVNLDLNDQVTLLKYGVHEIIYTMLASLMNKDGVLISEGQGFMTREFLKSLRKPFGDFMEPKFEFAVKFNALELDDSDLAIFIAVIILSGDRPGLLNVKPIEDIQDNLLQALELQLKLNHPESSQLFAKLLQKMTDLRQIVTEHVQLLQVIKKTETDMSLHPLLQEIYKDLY
RAM network inh – yeast RAM network inhibition | hit rate 1.8% among 190,000 | inhibition, % at 50 µM | S. cerevisiae dse1pr::URA3 reporter, 5-FOA growth OD615, 2 d; analog-sensitive cbk1-as2 kinase mutant strain | AID 868;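 active = inhibition above a set limit, 3 SD over mean compound inhibition, cut at about 8.4% in these data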;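 note: 0% = DMSO-only wells with no growth and 100% = 10 µM 1-NA-PP1 full growth; inhibition rescues growth on 5-FOA so higher OD means more RAM inhibition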
ROMK mod – human ROMK K+ channel modulation, primary screen; Tet-inducible ROMK, thallium flux fluorescence; actives lie on both sides; P48048; AID 1918; B-score at 10 µM; hit rate 2% among 130,000;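 active = signal ratio slope over the read window, or its plate-corrected B-score, at least 3 SD from the plate mean, either direction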;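 note: B-score of the F/F0 ratio slope over 7 to 12 s after thallium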
Target sequence (P48048 whole entry, looked up): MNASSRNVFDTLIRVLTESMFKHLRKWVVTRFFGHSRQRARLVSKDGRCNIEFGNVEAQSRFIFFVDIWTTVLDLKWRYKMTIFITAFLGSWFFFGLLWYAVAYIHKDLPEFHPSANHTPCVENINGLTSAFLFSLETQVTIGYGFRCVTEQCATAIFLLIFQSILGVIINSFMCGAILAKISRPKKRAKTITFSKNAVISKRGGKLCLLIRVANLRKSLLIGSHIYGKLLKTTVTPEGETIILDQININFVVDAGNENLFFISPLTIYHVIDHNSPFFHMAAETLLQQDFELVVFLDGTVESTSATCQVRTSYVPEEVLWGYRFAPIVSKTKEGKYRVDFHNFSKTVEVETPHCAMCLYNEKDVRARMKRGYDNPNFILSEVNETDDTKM
TR-FRET SRC-2 ct – counter-screen for PPARgamma SRC-2 recruitment agonists: TR-FRET artefact; TR-FRET ratio at 8 µM; hit rate 0.4% among 200,000; AID 1049; hits give high values; in the data active = TR-FRET ratio above about 2000; note: inactives centre near 1500
STAT1 inh – inhibitors of IFN-gamma induced STAT1 signaling | NIH 3T3 STAT1-luciferase reporter, luminescence | inhibition, % at 5.5 µM | hit rate 0.35% among 200,000 | AID 920;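 active = inhibition above a set limit, the mean inhibition across all tested compounds plus 3 SD, cut at about 34% in these data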;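 note: 0% = IFN-gamma with DMSO and 100% = IFN-gamma with 300 µM nifuroxazide; values of inactives mirror those of a sister screen read the other way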
STAT3 activator – activators of IL-6 induced STAT3 signaling. U3A cells, IL-6 STAT3-luciferase reporter, luminescence; 100% = signal with IL-6 EC80 alone. activation (% of control), % at 5.6 µM. hit rate 0.91% among 190,000. AID 871;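 active = activation above the screen-wide mean of compound activation plus 3 SD, cut at about 130% in these data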;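 note: 0% = background luminescence of wells with medium and substrate only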
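Detection: reporter luminescence signal / Assay system: STAT1-lacking human U3A cells, STAT3 luciferase reporter / Incubation: compound pre-incubation 1 h before IL-6, then 6 h stimulation at 37 °C / Control set: IL-6-only high control / Read-out: % activation relative to IL-6 control / Probe or stimulus: Interleukin-6, 33 ng/mL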
PPARg SRC3 recr – promotes SRC-3 coactivator recruitment by human PPARgamma; P37231; activation, % at 8 µM; hit rate 0.26% among 200,000; AID 731; biochemical PPARgamma/SRC-3 coactivator recruitment assay; in the data active = activation above about 23%;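 note: 0% = DMSO and 100% = reference agonist; some compounds past the cut are filed as inactive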
STAT3 blocker – inhibitors of IL-6 induced STAT3 signaling | hit rate 0.89% among 190,000 | inhibition, % at 5.5 µM | AID 862 | U3A cells, IL-6 STAT3-luciferase reporter, luminescence; host cell line lacks STAT1;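 active = inhibition above the mean inhibition across all screened compounds plus 3 SD, cut at about 44% in these data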;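 note: 0% = DMSO only wells and 100% = 100 µM nifuroxazide control wells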
PPARg SRC1 recr – agonists of human PPARgamma SRC-1 coactivator recruitment; hit rate 0.41% among 200,000; PPARgamma-SRC-1 coactivator recruitment biochemical assay; P37231; activation, % at 8 µM; in the data active = activation above about 19%;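 note: 0% = DMSO and 100% = reference agonist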
TLR4 MyD88 comp – TLR4-MyD88 interaction inhibition in cells; O00206+Q99836; hit rate 0.18% among 200,000; inhibition, % at 8.4 µM; HeLa CL3-4 TLR4/MyD88 BLA complementation, FRET ratio; in the data active = inhibition above about 25%;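 note: 0% = vehicle and 100% = reference inhibitor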
* marks the source's active call; other numbers are inactive results; nt = not tested or not shown.

Start of the listing, in advance, three compounds:
entry	Compound	S1P3 antagonist	PPARg SRC-2 ag	RAM network inh	ROMK mod	TR-FRET SRC-2 ct	STAT1 inh
1	CCOC(=O)N/N=C(/C)c1ccc([N+](=O)[O-])o1	nt	1	-0.1	nt	1468	16
2	Cc1nc(SCC(=O)NC(=O)NC2CCCCC2)nc(C)c1C	-7	4	2.1	0.023	1619	-2
3	CC(=O)NC(c1ccc(Cl)cc1)c1c(O)ccc2ccc(O)cc12 (stereo unspecified)	-11	4	0.0	-1.5	1463	-33

entry	STAT3 activator	PPARg SRC3 recr	STAT3 blocker	PPARg SRC1 recr	TLR4 MyD88 comp
1	100	-3	4	-3	4
2	104	6	1	1	-9
3	110	10	-11	7	5

The whole of this part, previewed entries included:
entry	Compound	S1P3 antagonist	PPARg SRC-2 ag	RAM network inh	ROMK mod	TR-FRET SRC-2 ct	STAT1 inh
1	CCOC(=O)N/N=C(/C)c1ccc([N+](=O)[O-])o1	nt	1	-0.1	nt	1468	16
2	Cc1nc(SCC(=O)NC(=O)NC2CCCCC2)nc(C)c1C	-7	4	2.1	0.023	1619	-2
3	CC(=O)NC(c1ccc(Cl)cc1)c1c(O)ccc2ccc(O)cc12 (stereo unspecified)	-11	4	0.0	-1.5	1463	-33
4	COc1ccc(C(=O)OCC(=O)Nc2ccc(OC(F)F)cc2)c(OC)c1	nt	8	2.9	1.1	1612	3
5	CCCCNC(=O)Cc1cc(=O)[nH]c(=O)[nH]1	-20	8	0.5	nt	1661	-2
6	CN1CCN(CC(O)COCc2ccc3c(c2)OCO3)CC1 (stereo unspecified)	13	0	2.2	nt	1506	0
7	CCn1c(CSc2nnc(-c3cccnc3)n2-c2ccccc2C)nc2cc(C(=O)O)ccc21	-40	3	0.4	0.58	1581	1
8	O=C(Cn1nnc(-c2ccccc2Cl)n1)N1CCN(S(=O)(=O)c2ccc(Cl)cc2)CC1	-8	6	2.4	nt	1704	4

entry	STAT3 activator	PPARg SRC3 recr	STAT3 blocker	PPARg SRC1 recr	TLR4 MyD88 comp
1	100	-3	4	-3	4
2	104	6	1	1	-9
3	110	10	-11	7	5
4	94	4	8	5	-3
5	nt	9	nt	1	-1
6	106	-3	0	1	-2
7	99	6	6	0	4
8	96	-6	8	3	-7

Entries of single compounds as entered above.
Shown for CC(=O)NC(c1ccc(Cl)cc1)c1c(O)ccc2ccc(O)cc12 (stereo unspecified) = S1P3 antagonist: -11; PPARg SRC-2 ag: 4; RAM network inh: 0.0; ROMK mod: -1.5; TR-FRET SRC-2 ct: 1463; STAT1 inh: -33; STAT3 activator: 110; PPARg SRC3 recr: 10; STAT3 blocker: -11; PPARg SRC1 recr: 7; TLR4 MyD88 comp: 5
Shown for CCn1c(CSc2nnc(-c3cccnc3)n2-c2ccccc2C)nc2cc(C(=O)O)ccc21 = S1P3 antagonist: -40; PPARg SRC-2 ag: 3; RAM network inh: 0.4; ROMK mod: 0.58; TR-FRET SRC-2 ct: 1581; STAT1 inh: 1; STAT3 activator: 99; PPARg SRC3 recr: 6; STAT3 blocker: 6; PPARg SRC1 recr: 0; TLR4 MyD88 comp: 4

(more compounds)
entry	Compound	S1P3 antagonist	PPARg SRC-2 ag	RAM network inh	ROMK mod	TR-FRET SRC-2 ct	STAT1 inh
9	O=C(NC(=O)c1ccccc1)NC(=O)c1ccccc1	nt	0	1.8	1.4	1502	-4
10	O=C(CN1CCCCCC1)Nc1ccc(Br)cc1Br	nt	3	1.6	-0.98	1425	-6
11	c1ccc(CCNc2ccc3nncn3n2)cc1	19	4	-0.5	nt	1832	-1
12	O=C(CN(c1cccc(C(F)(F)F)c1)S(=O)(=O)c1ccccc1)N1CCOCC1	-72	5	2.5	nt	1595	8
13	Cc1ccc(-c2csc(=S)n2CC(=O)OCC(=O)NC(C)C(C)C)cc1 (stereo unspecified)	nt	-1	0.5	nt	1274	6
14	CCOC(=O)c1sc2nc(SC)nc(-c3ccc(Cl)cc3)c2c1N	nt	6	1.1	nt	1673	1
15	CC(=O)Nc1ccc2c(c1)n(C)c(=O)n2C	-3	10	0.7	nt	1519	4
16	Cc1ccc(NC(=O)Cn2nc(C)c3ccccc3c2=O)cc1	nt	-4	0.0	0.0007	1603	13

entry	STAT3 activator	PPARg SRC3 recr	STAT3 blocker	PPARg SRC1 recr	TLR4 MyD88 comp
9	85	-5	22	0	0
10	107	4	-8	0	-9
11	84	7	19	9	8
12	102	0	4	7	12
13	95	3	9	7	3
14	96	2	5	12	3
15	92	-2	13	4	-6
16	97	3	8	6	-12

Carrying on:
entry	Compound	S1P3 antagonist	PPARg SRC-2 ag	RAM network inh	ROMK mod	TR-FRET SRC-2 ct	STAT1 inh
17	NC(=O)c1cc(C(=O)c2ccc(Cl)cc2)c[nH]1	-6	1	0.9	0.068	1514	-14
18	CCCCC(=O)Nc1ccc2oc(-c3cccnc3)nc2c1	-1	1	2.2	nt	1533	-12
19	Cc1ccc(-c2c[n+](Cc3ccc(Cl)c(Cl)c3)c3n2CCC3)cc1	-7	0	0.2	nt	1457	12
20	O=S(=O)(c1ccc2c(c1)OCCO2)N1CCN(Cc2ccccc2)CC1	nt	13	0.1	-0.38	1584	-2
21	CCOC(=O)c1c(-c2cccc([N+](=O)[O-])c2)csc1NC(=O)CCCOc1ccccc1	-4	6	14*	nt	1523	-4
22	Cc1cccc(C(=O)OC(C)CN2CCOCC2)c1 (stereo unspecified)	6	6	3.5	0.16	1684	-12
23	Cc1cc(C(=O)NNC(=S)NCC(C)C)cs1	-4	10	1.6	nt	1519	6
24	C=CCNC(=O)COC(=O)c1nc2nccc(C)n2n1	-13	5	0.6	-0.21	1568	8

entry	STAT3 activator	PPARg SRC3 recr	STAT3 blocker	PPARg SRC1 recr	TLR4 MyD88 comp
17	102	-3	3	-1	1
18	87	-2	21	6	7
19	95	6	4	-2	14
20	131	6	-32	0	19
21	85	4	15	-2	-18
22	104	2	4	0	-8
23	91	-2	12	1	8
24	98	2	6	0	3

Continued.
entry	Compound	S1P3 antagonist	PPARg SRC-2 ag	RAM network inh	ROMK mod	TR-FRET SRC-2 ct	STAT1 inh
25	S=C(NC1CCCC1)N1CCN(C/C=C/c2ccccc2)CC1	4	-3	-0.4	-0.79	1505	17
26	Cc1cc(CN2CCCC(CO)(Cc3cccc(Cl)c3)C2)n[nH]1 (stereo unspecified)	-5	-3	-0.7	0.066	1458	-2
27	O=C(NCCN1CCOCC1)c1cccc(Cl)c1	-13	0	0.9	0.16	1613	1
28	CCOC(=O)C(C)Sc1nnc(NC(=O)c2ccc(C)c([N+](=O)[O-])c2)s1 (stereo unspecified)	9	10	4.7	nt	1668	-5
29	COc1ccccc1NC(=O)c1ccc(SCC(=O)NCc2ccccc2Cl)c([N+](=O)[O-])c1	1	6	2.7	0.048	1622	1
30	O=C1c2oc3ccccc3c(=O)c2C(c2ccc(O)cc2)N1c1nccs1 (stereo unspecified)	-7	-1	4.0	-0.044	1518	12
31	CC(C)OC(=O)c1ccc(NC(=O)CSc2nc3ncccc3[nH]2)cc1	-9	10	2.4	-1.4	1648	-10
32	Cc1cc(=O)oc(C)c1C(=O)Nc1ccc2ncccc2c1	nt	1	0.7	nt	1321	2

entry	STAT3 activator	PPARg SRC3 recr	STAT3 blocker	PPARg SRC1 recr	TLR4 MyD88 comp
25	90	2	16	-5	-9
26	102	1	3	-2	-13
27	102	7	1	0	6
28	105	0	-2	1	0
29	99	4	5	-1	-6
30	91	0	18	8	-20
31	78	2	28	8	2
32	103	-10	-3	-1	-1

Later entries.
entry	Compound	S1P3 antagonist	PPARg SRC-2 ag	RAM network inh	ROMK mod	TR-FRET SRC-2 ct	STAT1 inh
33	Cc1ccc2cc(C=O)c(N(C)C)nc2c1	7	8	1.1	0.16	1642	2
34	NS(=O)(=O)c1ccc(NC(=O)CN2CCCC2)cc1	0	3	0.4	0.15	1513	-1
35	O=C(Nc1ccc(Oc2ccccc2)cc1)C1CCN(c2c3c(nc4ncnn24)CCC3)CC1	nt	-1	4.2	nt	1506	21
36	CCCCOc1ccc(CSc2n[nH]c(C)n2)cc1	13	6	-0.9	-1	1681	9
37	CN(C)C(=O)c1cc(C(=O)c2ccccc2C(F)(F)F)c[nH]1	-14	8	0.9	-0.71	1486	14
38	Cn1nnc(NC(=O)c2ccc(C(C)(C)C)cc2)n1	-5	0	-0.4	-0.35	1456	-3
39	CCOc1ccc2cc(C3CC(c4ccco4)=NN3S(=O)(=O)c3ccccc3)c(Cl)nc2c1 (stereo unspecified)	11	10	5.2	-0.77	1666	-8
40	CC(C)(C)NC(=O)C1Cc2ccccc2CN1C(=O)Nc1ccccc1Cl (stereo unspecified)	nt	3	1.2	nt	1584	3

entry	STAT3 activator	PPARg SRC3 recr	STAT3 blocker	PPARg SRC1 recr	TLR4 MyD88 comp
33	134*	5	-38	-1	-6
34	108	0	-8	3	1
35	61	6	52*	3	-4
36	85	5	21	2	10
37	79	3	32	10	-15
38	93	7	12	-4	7
39	103	2	-6	2	-12
40	103	7	6	10	1

Additional structures
entry	Compound	S1P3 antagonist	PPARg SRC-2 ag	RAM network inh	ROMK mod	TR-FRET SRC-2 ct	STAT1 inh
41	CC(C)C(=O)OCc1cn(-c2ccc(Cl)c(Cl)c2)nn1	-2	2	-0.1	-0.42	1460	2
42	COc1ccc(C2C(C(=O)N3CCN(c4ccccn4)CC3)CCC(=O)N2c2ccc(OC)cc2)cc1 (stereo unspecified)	-20	-2	1.0	-0.74	1608	-8
43	O=C(c1ccc(Br)cc1)N(C1=NCCCCS1)c1ccccc1	nt	1	3.1	nt	1614	8
44	Cc1nn(-c2ccccc2)c(C)c1/C=N/NC(=O)CSc1nnc(-c2ccccc2)n1-c1ccc(Cl)cc1	0	2	2.6	nt	1610	-3
45	Cc1ccc(C(C(=O)NCc2ccco2)N(CCc2ccccc2)C(=O)Cn2nnc3ccccc32)o1 (stereo unspecified)	13	16	2.1	nt	1653	7
46	Cc1cc(C)c(OCC(=O)NCC2CCCO2)c(C)c1 (stereo unspecified)	-18	-1	0.2	0.66	1594	-6
47	CCn1c(SCCOc2ccc(Cl)cc2)nnc1-c1cccs1	-18	-1	1.2	nt	1411	10
48	CCCCNC(=O)c1ccccc1NC(=O)c1ccccc1N(C)S(C)(=O)=O	8	-3	1.7	nt	1443	10
49	CCC1CCC(C(=O)NC(C(=O)NCCCN2CCCCC2C)C(C)C)CC1 (stereo unspecified)	4	-5	0.5	-0.13	1762	1
50	CC(=O)C1=C(c2ccccc2)OC(N)=C(C#N)C1c1ccc(O)cc1 (stereo unspecified)	5	0	0.4	-0.011	1412	-4

entry	STAT3 activator	PPARg SRC3 recr	STAT3 blocker	PPARg SRC1 recr	TLR4 MyD88 comp
41	93	-6	16	-4	-4
42	109	-3	-10	-2	2
43	103	3	2	-2	3
44	94	0	8	-6	-1
45	97	32*	7	8	-7
46	110	6	-8	0	10
47	94	7	12	-1	-6
48	104	6	0	-6	-14
49	104	0	-2	15	-5
50	96	7	5	-5	6
